# Source: PubChem (The Scripps Research Institute Molecular Screening Center)
# TEAD-YAP inh = TEAD-YAP interaction inhibition, primary screen, TEAD-YAP interaction inhibitor project, luminescence, HEK-TIYL cells; TEAD-Gal4/YAP UAS-luciferase luminescence; inhibition, % at 9.12 µM; 1.4% of 640,000 active; in the data active = inhibition above about 32%;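 also: 0% = median of test compound wells and 100% = reference inhibitor wells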
# GPR151 ag = activators of human GPR151, primary screen, cell-based, PathHunter beta-arrestin, luminescence; G-protein coupled receptor 151 (Homo sapiens), Q8TDV0; PathHunter beta-arrestin GPR151 cells; activation, % at 11.2 µM; 1% of 650,000 active; in the data active = activation above about 4.9%;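 also: 0% = median of compound wells and 100% = cells with positive control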
# Target sequence (Q8TDV0 whole entry, looked up): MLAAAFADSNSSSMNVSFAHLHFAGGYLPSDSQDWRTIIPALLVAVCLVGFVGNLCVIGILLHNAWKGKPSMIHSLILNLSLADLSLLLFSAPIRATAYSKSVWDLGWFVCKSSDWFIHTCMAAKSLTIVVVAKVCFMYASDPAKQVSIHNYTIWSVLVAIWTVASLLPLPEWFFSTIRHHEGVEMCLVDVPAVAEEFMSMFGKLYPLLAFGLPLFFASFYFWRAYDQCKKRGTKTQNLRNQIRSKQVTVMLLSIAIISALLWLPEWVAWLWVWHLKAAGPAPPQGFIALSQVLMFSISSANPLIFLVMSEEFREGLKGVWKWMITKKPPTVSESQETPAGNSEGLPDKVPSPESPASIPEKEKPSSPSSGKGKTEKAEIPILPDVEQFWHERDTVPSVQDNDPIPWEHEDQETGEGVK
# MITF primary = MITF inhibitors, primary screen, biochemical, AlphaScreen, human; Microphthalmia-associated transcription factor (Homo sapiens), O75030; AlphaScreen MITF homodimerization, bead proximity signal; inhibition, % at 2.6 µM; 0.91% of 650,000 active; in the data active = inhibition above about 50%;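 also: 0% = vehicle wells with protein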
# Target sequence (O75030 whole entry, looked up): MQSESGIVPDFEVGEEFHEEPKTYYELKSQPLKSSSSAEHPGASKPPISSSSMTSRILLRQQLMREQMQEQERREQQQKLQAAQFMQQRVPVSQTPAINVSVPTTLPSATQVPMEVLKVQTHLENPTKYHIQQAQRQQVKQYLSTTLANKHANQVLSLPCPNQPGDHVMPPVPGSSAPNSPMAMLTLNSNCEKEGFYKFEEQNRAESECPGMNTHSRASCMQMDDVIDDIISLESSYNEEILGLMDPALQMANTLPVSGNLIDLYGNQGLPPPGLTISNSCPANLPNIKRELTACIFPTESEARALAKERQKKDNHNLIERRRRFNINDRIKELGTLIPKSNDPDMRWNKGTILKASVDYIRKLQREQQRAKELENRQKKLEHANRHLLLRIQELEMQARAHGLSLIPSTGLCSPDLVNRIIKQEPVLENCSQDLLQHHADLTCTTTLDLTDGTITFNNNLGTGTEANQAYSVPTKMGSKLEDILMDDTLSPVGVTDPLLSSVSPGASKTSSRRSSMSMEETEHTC
# FBW7 activator = FBW7 E3 ligase activators, primary screen, biochemical, AlphaScreen, human. 0.13% of 650,000 active. F-box/WD repeat-containing protein 7 (Homo sapiens), Q969H0. normalized activity (activation), % at 26.1 µM. AlphaScreen FBW7–phospho-cyclin E peptide binding, activator screen; in the data active = normalized activity above about 1.9%;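 also: purified mutant Fbw7 with reduced substrate affinity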
# * marks the source's active call; other numbers are inactive results. The order is random. Share with any hit: about 3.4%.
# Values in the order – TEAD-YAP inh, GPR151 ag, MITF primary, FBW7 activator
O=C(NCc1ccccc1Cl)c1cnn2c1NC(c1ccco1)CC2C(F)(F)F (centres undefined)
  -5, -0.3, 9, 0.0
CC(=O)c1cccc(-c2nc(NCCCN3CCCC3=O)c3ncn(C(C)C)c3n2)c1
  44*, -1.2, -4, 0.2
O=C(N/N=C/c1cccc(Oc2ccccc2)c1)c1ccco1
  -55, -1.8, -2, -0.1
O=C(Nc1nnc(CSCc2ccc(F)cc2)s1)Nc1ccccc1F
  4, 2.0, 7, 0.1
CCOC(=O)c1c(/N=C\N(C)C)sc2c1CCCC2=O
  2, 0.1, 12, 1.0
CC1=C(C(=O)Nc2ccc3c(c2)OCCO3)C2(CCCCC2)OC1=O
  2, -0.5, 15, 0.4
O=C(Cn1ccc([N+](=O)[O-])n1)NCc1ccccc1
  -1, 2.5, -5, 0.3
Cn1c(CSc2ncccn2)nnc1SCC(=O)N1CCCCCC1
  -6, -0.2, -13, 0.1
O=C(COC(=O)c1ccc(Cl)nc1)c1ccc2c(c1)OCCO2
  -23, 0.1, -3, -0.3
COc1ccccc1Oc1ccc(S(=O)(=O)N2CCOCC2)cc1
  -7, 1.3, 0, 0.0
CCC(=O)Nc1ccc(C2=NNC(=Nc3ccc(OC)cc3)SC2)cc1
  1, -0.7, -2, -0.3
Cc1cc(C)n2ncc(C(=O)N3CC=C(c4ccccc4)CC3)c2n1
  -7, -0.2, 5, -0.1
Cc1nnc2c(N3CCC(Cc4ccccc4)CC3)nc3ccccc3n12
  4, 2.4, 0, 0.0
CCOC(=O)c1sc(Nc2ccc(Cl)c(Cl)c2)nc1C
  -49, 0.9, 7, 0.0
CCOc1ccc2nc(SCCNCCO)sc2c1
  1, -0.5, -1, -0.1
COc1ccc(C(=O)COC(=O)C(O)c2ccccc2)c(OC)c1 (centres undefined)
  -30, 0.6, 9, 0.1
CCc1ccc(S(=O)(=O)N2CCN(c3cc(-n4ccnc4C)ncn3)CC2)cc1
  24, -1.4, 0, 0.5
Cc1cc(/C=N/N2CCOCC2)c(C)n1-c1ccc(Cl)cc1
  -11, 0.8, 16, 1.1
COc1cc(Nc2nc(NCCN3CCOCC3)nc3c2ncn3Cc2ccc(C(F)(F)F)cc2)cc(OC)c1OC
  -1, -0.5, 13, 0.4
COC(=O)c1c(NC(=O)COc2ccccc2Cl)sc2c1CCC(C(C)(C)C)C2 (centres undefined)
  -1, 1.7, 6, 0.1
Cc1cc(=O)n(CC(C)O)c(O)c1C#N (centres undefined)
  -4, 1.6, -7, -0.4
O=C(Nc1ccc(Br)cc1)c1cnc2ccccn2c1=O
  -22, 0.4, 2, -0.1
Clc1ccc(Cn2cc(/C=N/n3cnnc3)c3ccccc32)cc1
  10, 6.2*, 1, 0.0
CCn1c(C(CC(C)C)NC(=O)Cc2ccc(OC)cc2)nc2cccnc21 (centres undefined)
  0, -0.8, 2, -0.1
Cc1ccccc1-c1ccc(C(=O)N(C)C)c(NCc2cccnc2)n1
  8, 0.5, 15, 0.2
CCCCOC(=O)C1=C(C)NC2=C(C(=O)CC(C)(C)C2)C1c1ccc(C(=O)OC)cc1 (centres undefined)
  -12, 0.2, -2, -0.1
CCOc1ccc(CN2CCN(Cc3cnn(C)c3)CC2CCO)cc1 (centres undefined)
  2, 3.2, -4, -0.2
Cn1c(C(=O)NCc2ccccc2)cc2c(=O)n3ccccc3nc21
  -44, 1.9, 0, -0.1
O=C(Cn1cc(C(=O)c2ccccc2)c2ccccc21)NC1CC1
  16, -0.5, 13, 0.1
CN(CC(=O)Nc1ccccc1F)S(=O)(=O)c1ccc2c(c1)n(C)c(=O)c(=O)n2C
  7, -0.8, 6, 0.1
CCN(CC)CCNC(=O)c1ccc2c(=O)n(Cc3ccc4c(c3)OCO4)c(=O)[nH]c2c1
  11, -0.1, 3, 0.4
COc1ccc(OC)c(-n2c(O)c(C=Nc3ccc(Cl)cc3)c(=O)[nH]c2=S)c1
  6, -0.6, -3, -0.1
CCN(CC)C(=O)C1CCN(S(C)(=O)=O)CC1
  1, 1.1, 10, 0.3
COc1ccc(C(=O)c2coc3c2C(=O)C(=O)c2ccccc2-3)cc1
  -11, 0.7, 16, -0.2
Cn1c(-c2ccc3c(c2)OCO3)cnc1NCc1ccc(C(F)(F)F)cc1
  0, 0.0, 14, -0.2
Cc1ccc2c(c1)N(C(=O)CSc1ncnc3nc(N4CCc5ccccc5C4)sc13)CCO2
  -3, -0.4, -8, -0.1
Cc1c(C(=O)O)oc2ccc(S(=O)(=O)N3CCN(C)CC3)cc12
  10, 0.3, 32, 0.5
Cc1ccc(NC(=O)CN2CCN(C(=S)NC3CCCC3)CC2)cc1
  0, -1.3, 27, 0.8
Cc1ccccc1-n1nc2c(c1NC(=O)c1ccc(S(=O)(=O)N3CCCCC3)cc1)CS(=O)C2 (centres undefined)
  2, 3.4, 15, 0.2
CCC(C)c1ccccc1NS(=O)(=O)c1cccc([N+](=O)[O-])c1 (centres undefined)
  12, 2.1, 1, -0.1
CC(=O)Nc1ccc(NC(=O)CSc2nccn2Cc2ccco2)cc1
  -16, 0.3, 19, 0.0
Cc1ccc(C(=O)COC(=O)c2cccc(N3C(=O)C4CC=CC(C)C4C3=O)c2)cc1[N+](=O)[O-] (centres undefined)
  -7, -0.8, 15, 0.3
CCCS(=O)(=O)N1CCC(C(=O)NC)CC1
  6, 1.3, 20, 0.1
CCOc1ccc(NC(=O)CSC2=Nc3ccccc3C3=NC(Cc4c[nH]c5ccccc45)C(=O)N23)cc1 (centres undefined)
  20, 0.4, -1, -0.1
Fc1cccc(Cl)c1CSc1nc2ccccc2[nH]1
  -60, -0.9, 3, -0.2
CCOC(=O)c1c(-c2ccccc2)oc2ccc(NS(=O)(=O)c3ccc(C(C)C)cc3)cc12
  -20, 0.9, 5, 0.1
Oc1ccc(CCNc2ccnc(NC3CCN(Cc4ccccc4)CC3)n2)cc1
  6, -2.0, 17, 0.0
COc1ccc(OC)c(C2=NOC(C(=O)N3CCCCC3)C2)c1 (centres undefined)
  -11, 0.1, -3, -0.1
Cc1noc(C)c1C(=O)NCC1Cc2cc(F)cc(-c3cncnc3)c2O1 (centres undefined)
  1, -0.9, 7, 0.1
CC(C)NC(=O)CN1C(=O)COc2ccc(C(C)(C)C)cc21
  -5, 5.8*, 1, -0.1
Cc1cc2c(c(-c3ccccn3)c1)OC(CNC(=O)C(C)(C)C)C2 (centres undefined)
  -3, -0.5, -12, -0.1
COc1cc(/C=N/NC(=O)CCCNc2ccccc2)ccc1O
  2, 0.9, 15, 0.0
CCOC(=O)/C(C#N)=C/c1c(Oc2cccc(C)c2)nc2c(C)cccn2c1=O
  8, 3.0, 1, 0.3
CC1=C(C(=O)OCc2ccc3c(c2)OCO3)C(c2ccccc2Cl)NC(=O)N1 (centres undefined)
  20, -0.4, -14, -0.1
O=C(c1nsc2ccccc12)N1CCCCC1
  1, 1.4, 5, 0.0
COc1ccc(C2=NN(CC(=O)NCc3ccc(C)cc3)C(=O)CC2)cc1
  -4, 0.9, 8, -0.1
O=C(CN1C(=O)N2CCN=C2c2ccccc21)N1CCCCC1
  1, 0.4, 15, 0.8
CC(C)(C)NC(=O)c1ccc(NC(=O)Cc2ccccc2)cc1
  -23, 0.6, -7, -0.1
Cc1cc(NC(=O)Cn2nnc(-c3ccc(NC(=O)c4cccs4)cc3)n2)no1
  20, 0.8, 10, 0.2
CCOC(=O)c1ccc(NC(=S)NCC2CCCO2)cc1 (centres undefined)
  -12, 1.0, 10, 0.1

# Another view of four compounds above.
CCc1ccc(S(=O)(=O)N2CCN(c3cc(-n4ccnc4C)ncn3)CC2)cc1
  TEAD-YAP inh: 24	GPR151 ag: -1.4	MITF primary: 0	FBW7 activator: 0.5
COc1ccccc1Oc1ccc(S(=O)(=O)N2CCOCC2)cc1
  TEAD-YAP inh: -7	GPR151 ag: 1.3	MITF primary: 0	FBW7 activator: 0.0
Cc1ccc(NC(=O)CN2CCN(C(=S)NC3CCCC3)CC2)cc1
  TEAD-YAP inh: 0	GPR151 ag: -1.3	MITF primary: 27	FBW7 activator: 0.8
CCOC(=O)c1sc(Nc2ccc(Cl)c(Cl)c2)nc1C
  TEAD-YAP inh: -49	GPR151 ag: 0.9	MITF primary: 7	FBW7 activator: 0.0

# Carrying on:
smiles	TEAD-YAP inh	GPR151 ag	MITF primary	FBW7 activator
Nc1ncc(Br)cc1S(=O)(=O)Nc1cccc(Cl)c1	0	-1.5	2	-0.1
COc1ccccc1N1CCN(C(=O)CSc2nc3ccccc3c(=O)n2NC(=O)Cc2ccccc2)CC1	14	2.3	23	0.0
COc1ccc(CN(C)c2nc(CN(C)Cc3ccon3)nc3ccccc23)cc1OC	9	-0.6	13	0.0
Cc1ccc2oc(=O)c3cnn(CC(=O)N(CCCOC(C)C)Cc4ccco4)c3c2c1	-7	-1.0	10	0.0
c1ccc(CN2CCC(Nc3nc(NCCOc4ccccc4)c4ncn(-c5ccccc5)c4n3)CC2)cc1	9	-2.2	1	-0.2
CC(NC(=O)CSc1n[nH]c(N)n1)C1CC2CCC1C2 (centres undefined)	-1	-0.1	0	0.0
Cc1nc(N2CCCC(NCc3ccccc3F)CC2)nc2ccc(F)cc12 (centres undefined)	10	0.3	-4	0.6
CC(=O)N1CCN(c2ccc(NC(=S)NC(=O)c3ccccc3Cl)cc2)CC1	3	-1.0	-2	0.0
COc1ccc(CCNC(=O)c2ccc(Cn3c(SCC(=O)Nc4cc(C)[nH]n4)nc4cc5c(cc4c3=O)OCO5)cc2)cc1OC	-1	-0.9	4	0.0
Cc1ccc(C)c(NC(=O)CSc2nnc(C)c(=O)[nH]2)c1	17	0.6	-10	0.2

# Compounds above containing a cyano group (2):
smiles	TEAD-YAP inh	GPR151 ag	MITF primary	FBW7 activator
Cc1cc(=O)n(CC(C)O)c(O)c1C#N (centres undefined)	-4	1.6	-7	-0.4
CCOC(=O)/C(C#N)=C/c1c(Oc2cccc(C)c2)nc2c(C)cccn2c1=O	8	3.0	1	0.3

# Returning to the listing; the 2 compounds before the break are reprinted first.
smiles	TEAD-YAP inh	GPR151 ag	MITF primary	FBW7 activator
COc1ccc(CCNC(=O)c2ccc(Cn3c(SCC(=O)Nc4cc(C)[nH]n4)nc4cc5c(cc4c3=O)OCO5)cc2)cc1OC	-1	-0.9	4	0.0
Cc1ccc(C)c(NC(=O)CSc2nnc(C)c(=O)[nH]2)c1	17	0.6	-10	0.2
O=C(NCc1ccco1)C1CCCN(C(=O)NC2CC2)C1 (centres undefined)	-5	0.0	3	-0.2
COc1ccc([N+](=O)[O-])cc1/C=C1/C(=O)NC(=O)N(c2ccc(C(C)C)cc2)C1=O	4	0.8	10	0.0
Cc1cccc(NC(=S)NC(=O)c2cccs2)c1O	-32	0.2	8	-0.1
COc1ccc(N2C(=O)CN(C(=O)c3cnc4ccccn4c3=O)CC2(C)C)cc1	-7	0.1	5	0.1
Cc1ccc2c(c1)NC(=O)C(CC(=O)NCCCN1CCCC1=O)O2 (centres undefined)	3	0.8	5	0.3
CCC(CC)c1nnc(NC(=O)CCCOc2ccccc2)s1	0	0.1	-1	-0.1
CC1(C)CC(=O)C/C(=N\NC(=S)Nc2ccc(F)cc2)C1	-43	-0.1	7	-0.1
O=C(Nc1ccc2oc(-c3cccc(Cl)c3Cl)nc2c1)c1ccc(Cl)cc1Cl	-7	-0.2	4	0.0
Clc1ccc(COc2ccccc2-c2nc(-c3ccccc3)c(-c3ccccc3)[nH]2)c(Cl)c1	-1	0.0	-6	-0.1
Cc1ccc(NC(=O)Nc2c(C)n(C)n(-c3ccccc3)c2=O)cc1F	5	-0.8	16	0.1
O=C1CCN(CCOc2ccccc2)CCN1Cc1ccccn1	1	-1.7	-7	0.1
CCOc1ccc2c(c1)N(C(=O)c1ccccc1)C(C)(C)C(=S)/C2=C1\SC(C(=O)OC)=C(c2ccccc2)S1	-1	0.6	11	0.0
CCCCN1C(=O)C2C(C(=O)Nc3cccc(Cl)c3)C3C=CC2(O3)C1C(=O)NC1CCCCC1 (centres undefined)	9	0.7	-4	0.1
CCOC(=O)C1=C(C)N=c2s/c(=C\c3ccccc3)c(=O)n2C1c1ccc2c(c1)OCO2 (centres undefined)	3	0.8	-4	0.1
CN1CCC(N(C(=O)/C=C/c2ccccc2)C2CCN(C)CC2)CC1	-13	0.1	-6	0.1
Cc1c(Cl)cccc1NC(=O)C(=O)NCc1cccnc1	-14	-0.9	2	0.1
Cc1[nH]c2ccc(-c3nnc(SCCC#N)n3-c3ccc(Br)cc3)cc2c1C	-6	-0.9	2	0.0
CCn1c(SCC(=O)N2CCCC2)nnc1-c1c[nH]c2ccccc12	1	0.3	-7	-0.2
COc1ccc2c(c1)CC(C(=O)Nc1ccc(-c3cn[nH]c3C)cc1C(=O)N(C)C)CO2 (centres undefined)	9	0.3	24	0.8
CCOc1ccccc1NC(=O)CN1C(=O)C2C3C=CC(C3)C2C1=O (centres undefined)	-1	-2.1	4	0.0
Cc1nn(C)cc1CNC(=O)C1CC(Cc2cccc3ccccc23)=NO1 (centres undefined)	-12	0.4	-2	-0.2
